High-throughput results deposited in PubChem BioAssay by several laboratories.
BoNT-A LC inh2 = BoNT/A light chain protease inhibitors, primary screen, biochemical, flow cytometry, MLPCN library | Botulinum neurotoxin type A light chain protease (Clostridium botulinum A str. ATCC 3502) | multiplex microsphere protease substrate cleavage | inhibition, % at 10 µM | 360,000 tested, 0.17% active | AID 588499, 2011; further: plate controls were buffer without enzyme for full effect and enzyme alone for no effect
SSB-PriA inh = inhibitors of Klebsiella pneumoniae PriA binding to SSB C-terminal tail, primary screen, biochemical, AlphaScreen; 430,000 tested, 0.6% active; inhibition, % at 33 µM; AlphaScreen SSBct-PriA binding, biotinylated peptide; PriA–SSB C-terminal tail interaction (Klebsiella pneumoniae); in the data active means inhibition mostly above about 37%, no sharp cut-off; inactive means mostly below about 20%;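 further: plate controls were negative control peptide for no effect and reference peptide for full effect; strong numbers were not always called active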
DUSP3 inh = VHR1 phosphatase inhibitors, primary screen, biochemical, absorbance, uHTS | Dual specificity protein phosphatase 3 (Homo sapiens), P51452 | recombinant VHR phosphatase, pNPP absorbance | inhibition, % at 13.3 µM | 290,000 tested, 0.52% active | AID 1654, 2009; in the data active means inhibition above about 50%; further: some compounds called inactive have numbers as strong as hits
MazF activator = activators of E. coli MazEF toxin-antitoxin RNase, primary screen, biochemical, fluorescence, uHTS | Endoribonuclease toxin MazF (Escherichia coli (strain K12)), P0AE70 | FAM/BHQ RNA-DNA oligo cleavage fluorescence, 5 h | activation, % at 20 µM | 350,000 tested, 0.32% active | AID 504720, 2011; in the data active means activation above about 50%
Target sequence (P0AE70 whole entry, looked up): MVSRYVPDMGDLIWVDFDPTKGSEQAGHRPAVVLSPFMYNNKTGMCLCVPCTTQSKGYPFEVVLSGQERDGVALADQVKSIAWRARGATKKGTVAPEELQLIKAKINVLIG
Anthrax LF inh2 = Bacillus anthracis LF protease inhibitors, primary screen, biochemical, multiplex microsphere, MLPCN library; Lethal factor (Bacillus anthracis), P15917; AID 588501, 2011; inhibition, % at 10 µM; multiplex microsphere protease cleavage assay; 360,000 tested, 0.12% active; further: plate controls were buffer without enzyme for full effect and enzyme alone for no effect
Target sequence (P15917 whole entry, looked up): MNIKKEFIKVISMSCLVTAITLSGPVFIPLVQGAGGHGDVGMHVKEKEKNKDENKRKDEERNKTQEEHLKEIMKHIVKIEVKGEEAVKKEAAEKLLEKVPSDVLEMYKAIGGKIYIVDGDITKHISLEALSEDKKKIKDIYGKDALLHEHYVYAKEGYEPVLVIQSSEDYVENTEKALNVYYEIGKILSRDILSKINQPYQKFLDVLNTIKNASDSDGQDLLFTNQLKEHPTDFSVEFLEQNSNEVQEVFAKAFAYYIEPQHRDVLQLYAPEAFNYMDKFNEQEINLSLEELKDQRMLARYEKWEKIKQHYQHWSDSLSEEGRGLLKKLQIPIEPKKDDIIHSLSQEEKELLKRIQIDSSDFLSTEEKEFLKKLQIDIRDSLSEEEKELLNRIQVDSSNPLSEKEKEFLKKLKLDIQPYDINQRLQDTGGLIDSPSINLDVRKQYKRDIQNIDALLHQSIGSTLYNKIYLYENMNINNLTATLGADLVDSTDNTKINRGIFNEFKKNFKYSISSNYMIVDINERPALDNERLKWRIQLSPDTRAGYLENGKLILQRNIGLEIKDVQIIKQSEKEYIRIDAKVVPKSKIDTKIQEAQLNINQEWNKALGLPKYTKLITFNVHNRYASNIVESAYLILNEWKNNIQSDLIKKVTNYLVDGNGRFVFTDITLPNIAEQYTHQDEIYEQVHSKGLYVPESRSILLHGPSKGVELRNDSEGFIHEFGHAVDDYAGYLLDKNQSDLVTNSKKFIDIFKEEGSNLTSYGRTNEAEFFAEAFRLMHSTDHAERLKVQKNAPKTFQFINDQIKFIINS
BoNT-F LC inh = BoNT/F light chain protease inhibitors, primary screen, biochemical, flow cytometry, MLPCN library. inhibition, % at 10 µM. Botulinum neurotoxin type F light chain protease (Clostridium botulinum). Multiplex microsphere protease cleavage assay. 360,000 tested, 0.22% active. AID 588497, 2011; in the data active means inhibition above about 35%, passing the limit was not always enough; inconclusive means no clear call, values can overlap the other calls; further: plate controls were buffer without enzyme for full effect and enzyme alone for no effect
Rv3671c protease = Rv3671c serine protease inhibitors, primary screen, biochemical, fluorescence polarization, M. tuberculosis H37Rv | P9WHR9 | inhibition, % at 5.96 µM | 320,000 tested, 0.048% active | AID 2606, 2010; in the data active means inhibition above about 38%;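 further: extracellular domain of Rv3671c used as enzyme; 0% = enzyme with DMSO and 100% = no enzyme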
3CLpro inhibitor = SARS-CoV 3CLpro protease inhibitors, primary screen, biochemical, quenched FRET. inhibition, % at 6 µM. Replicase polyprotein 1ab (Severe acute respiratory syndrome coronavirus), P0C6X7. recombinant SARS-CoV 3CLpro, quenched FRET peptide cleavage. 290,000 tested, 0.14% active; in the data active means inhibition above about 12%
CCHF vOTU inh = CCHFV vOTU protease inhibitors, primary screen, biochemical, Pep-AMC substrate, fluorescence; 370,000 tested, 0.55% active; inhibition, % at 11.5 µM; Crimean-Congo hemorrhagic fever virus L polyprotein viral ovarian tumor (vOTU) protease …; in the data active means inhibition above about 30%; further: 0% = vehicle wells with enzyme and 100% = no enzyme wells
PrPC TRFRET = inhibitors of human cell surface prion protein PrPC, primary screen, cell-based, TR-FRET | 370,000 tested, 0.43% active | inhibition, % at 13.8 µM | Major prion protein (Homo sapiens), P04156 | TR-FRET read-out; in the data active means inhibition above about 24%; further: 0% = median of the test wells and 100% = reference compound wells
The depositor's hits bear a star; ? = inconclusive; / = no result given; & = joins results of further samples. Unless noted, no stated cut-off is given here; in the data, active means inhibition above about 30%; inconclusive means no clear call, values can overlap the other calls; inactive means below that. Only part of the results is shown; count on the stated rates, not on these rows.

item	compound	BoNT-A LC inh2	SSB-PriA inh	DUSP3 inh	MazF activator	Anthrax LF inh2	BoNT-F LC inh	Rv3671c protease	3CLpro inhibitor	CCHF vOTU inh	PrPC TRFRET
1	COc1ccc(CCNCc2ccncc2)cc1	0.3	10	-16	-2	-1	0	2	2	0	-6
2	COCCN(CC(=O)Nc1cccc(C)c1C)C(=O)C1CCN(S(=O)(=O)c2ccccc2)CC1	-7.5	7	/	2	-6	-12	/	/	-1	0
3	O=S1(=O)CCOC(CO)CN1Cc1ccc(Cl)c(Cl)c1 (centres undefined)	-0.4	-12	/	4	-6	-7	/	/	7	5
4	COc1ccc(CCC(=O)OCC(=O)Nc2sccc2C(N)=O)cc1OC	-0.2	-4	/	3	-9	-6	-4	/	-2	6
5	OCC1CCCN(C(=S)Nc2ccc(Nc3ccccc3)cc2)C1 (centres undefined)	-2.2	11	23	-18	-11	-5	6	-1	-12	2
6	COCCCNCCOc1ccc(C)cc1[N+](=O)[O-]	0.7	-6	-2	4	4	0	6	1	-9	-11
7	Cc1ccc(C)c(NC(=O)Cn2nnc(C(=O)Nc3c(C)cccc3C)c2N)c1	/	-8	6	8	/	/	-1	-2	-11	-3
8	O=C(N/N=C/c1ccc(OC(F)F)cc1)c1ccc(Br)cc1	0.4	/	5	2	2	0	-20	1	9	-6
9	Nc1ncnc2c1ncn2[C@@H]1O[C@H](C(=O)N[C@@H](CO)Cc2ccccc2)[C@@H](O)[C@H]1O	-0.9	/	/	/	5	-4	/	/	-6	-4
10	COc1ccc(C2c3c(-c4cc(Cl)c(C)cc4O)n[nH]c3C(=O)N2Cc2cccnc2)cc1OC (centres undefined)	-2.1	-8	-1	1	-11	-11	-5	5	5	-2
11	c1ccn2cc(CSc3nnc4ccccn34)nc2c1	0.0	-24	15	5	2	-5	4	6	-10	-2
12	Nc1nonc1-n1nnc(C(=O)N/N=C/c2cccc(Cl)c2)c1-c1cccs1	-2.2	/	-14	8	-4	-5	-11	10	7	7
13	c1ccc(N(c2ccccc2)c2nc(-n3ccnc3)nc(-n3ccnc3)n2)cc1	-0.9	-5	21	8	-3	-3	-1	-1	3	-6
14	O=C(NC(Cc1ccccc1)C(=O)O)/C(=C/c1ccc([N+](=O)[O-])cc1)NC(=O)c1ccco1 (centres undefined)	0.2	-10	28	2	1	16	-2	3	13	-16
15	COCC(=O)Nc1c(I)c(C(=O)NCC(O)CO)c(I)c(C(=O)N(C)CC(O)CO)c1I (centres undefined)	0.0	-4	/	0	4	0	8	/	12	-3
16	O=C(Nc1ccc(C(=O)NCC2CCN(Cc3ccccc3F)CC2)cc1)C1=CSCCO1	3.2	-3	15	4	6	13	1	2	9	-8
17	CC1Sc2ccc(S(=O)(=O)N3CCN(c4cccc(Cl)c4)CC3)cc2NC1=O (centres undefined)	-1.6	-11	6	-1	-2	0	-17	6	8	4
18	CCCCn1c(N)c(N(CC(C)C)C(=O)CSCC(=O)Nc2ccc(C)cc2)c(=O)[nH]c1=O	-0.8	-10	/	-3	-3	6	-4	/	22	-3
19	CCOC(=O)C1CCN(C(=O)c2ccc3c(c2)NC(=O)/C(=C/c2ccccc2)S3)CC1	2.5	5	17	0	-1	5	-3	6	16	4
20	Cc1cccc(N2CCN(C(=O)COc3ccc4ccc(=O)oc4c3)CC2)c1C	-0.3	1	11	5	-1	0	-6	2	10	6
21	Cc1ccc(N2CC(C(=O)Nc3nnc(SCC(=O)NCC4CCCO4)s3)CC2=O)cc1C (centres undefined)	2.3	3&-1	10	-2	0	-2	-2	-1	18	-1
22	COC(=O)Nc1ccc(C)cc1NC(=O)OC	0.0	-12	10	3	-5	-1	2	-2	5	2
23	O=C1C=C(c2ccc(Cl)cc2)C(=O)N1Nc1ccccc1	-0.5	-7	24	0	-3	-3	-1	0	6	11
24	CC(C)(C)c1ccc(OCC(=O)NCc2ccco2)c(Br)c1	-0.3	-19	12	5	-1	12	1	2	12	2
25	COc1ccc(CN=C2NN=C(c3ccc(Cl)cc3)CS2)cc1	-0.5	1	13	3	-4	-2	-4	-2	12	-10
26	CC12CC[C@H]3[C@@H](CCC4(O)C[C@H](O)CCC34/C=N/NC(=O)Cc3ccccc3)C1(O)CCC2C1=CC(=O)OC1 (some centres undefined)	-1.4	/	-1	-1	-3	1	6	3	-3	6
27	CNc1ccc(Br)cc(C(=O)/C=C/c2cccc(OC)c2)c1=O	16	4	22	3	19	10	7	4	20	-4
28	CCc1ccc(/C=C2\SC(=S)N(CCCC(=O)Nc3ccccn3)C2=O)cc1	1.6	2	22	-90	-5	0	3	-9	-4	-2
29	CN(C)S(=O)(=O)c1cccc(NC(=O)COC(=O)c2ccc(Br)o2)c1	1.9	3	-4	5	-4	10	11	-6	-5	4
30	COc1cc(OC)cc(C(=O)NCC(=O)OCC(=O)N2CCc3ccccc32)c1	-1.1	-10	12	2	-5	-9	2	-3	5	-5
31	CCOC(=O)C1=C(N)OC2=C(C(=O)CC(C)(C)C2)C1c1ccccc1OC (centres undefined)	-0.7	-5	14	5	-1	0	5	-1	-6	3
32	O=C(NC1CCN(S(=O)(=O)c2ccc(F)cc2)CC1)c1ccc(F)cc1	-3.2	-8	56*	13	20	?	-11	-1	-6	-3
33	COc1ccc(OC)c(/C=N/NC(=O)c2csc3ccccc23)c1	-0.1	/	5	7	-3	-10	-6	0	1	2
34	O=C(CN1CCOc2ccccc21)NC1CCCCCCC1	0.3	-2	/	-7	-2	-1	0	-5	-6	-5
35	Cc1c(C(=O)N2CCCCC2)sc(NC(=O)C2CC2)c1C#N	-1.9	-16	17	18	-1	-14	0	-5	7	2
36	Cn1c(SCC(=O)N2CCOCC2)nnc1-c1cnccn1	-0.8	-7	3	1	-1	-13	10	-2	-2	-4
37	O=C(COC(=O)C1CCC1)Nc1ncc(Cl)cc1Cl	0.2	-6	/	-6	0	-1	0	/	10	2
38	O=C1N(CN2C(=O)C3(OCCO3)c3ccccc32)c2ccccc2C12OCCO2	0.2	-8	16	-1	-2	-1	-7	2	8	0
39	O=[N+]([O-])c1ccc(CN2CCN(c3ccc(F)cc3)CC2)o1	0.8	-9	11	11	-18	21	/	7	-6	-8
40	O=C(/C=C/c1ccccc1[N+](=O)[O-])c1ccccc1Br	-1.3	15	17	-22	-9	-5	-4	-1	-4	-11
41	CCOc1ccc(-n2cc(C(=O)NC(C)C)c3cc(OC)c(OC)cc3c2=O)cc1	0.4	3	19	-4	0	7	-8	3	-19	1
42	COC(=O)COc1ccc2oc(=O)cc(C)c2c1	-0.1	10	-15	5	0	-14	-3	-8	-2	-2
43	CCCCCC(=O)Nc1cc(S(=O)(=O)O)cc2cc(S(=O)(=O)O)cc(O)c12	-0.2	6	/	-4	-3	10	/	/	13	0
44	O=C(COC(=O)c1ccccc1Cc1ccccc1)Nc1ccc(SC(F)F)cc1	-0.9	-21	-5	-3	-5	-5	-193	1	-9	-3
45	Cn1c(=O)oc2ccccc2c1=O	-0.1	-3	/	2	0	-2	/	/	-21	12
46	CN(Cc1ccccc1)C(=O)c1nc[nH]c1C(=O)N1CCN(C(=O)OC(C)(C)C)CC1	-1.0	8	/	6	-1	-1	5	/	26	7
47	O=C(NC1CCCC1)C1CCN(C(=O)c2ccc(Cl)cc2Cl)CC1	-0.5	-7	8	2	-3	17	-3	-2	-7	6
48	O=S(=O)(c1ccc2c(c1)CCN2)N1CCCC1	-0.2	8	/	9	-11	0	4	/	2	-2
49	CCOC(=O)C(C)Oc1cccc2c(=O)n(CC(=O)NCc3ccc4c(c3)OCO4)ccc12 (centres undefined)	-0.6	-11	-4	-11	-9	-3	4	-3	6	0
50	CC1(C)NC(=O)N(CC(O)CN2CCOCC2)C1=O (centres undefined)	2.9	-16	-6	-6	?	?	-4	-3	-9	4

Further compounds:
item	compound	BoNT-A LC inh2	SSB-PriA inh	DUSP3 inh	MazF activator	Anthrax LF inh2	BoNT-F LC inh	Rv3671c protease	3CLpro inhibitor	CCHF vOTU inh	PrPC TRFRET
51	CC(C)(C)OC(=O)N1CCC(NC(=O)c2[nH]cnc2C(=O)Nc2ccc(Br)cc2F)CC1	-0.2	/	/	26	-4	-2	/	/	14	-6
52	COc1ccc(NC(=O)C2C3CCC(O3)C2C(=O)O)c(C)c1 (centres undefined)	-1.7	7	30	-10	-7	-6	-2	-6	6	14
53	CCOc1ccc(OCCCC(=O)N(C)CC(=O)Nc2ccccc2Br)cc1	-0.1	-7	/	4	-13	5	-1	/	-5	2
54	CC(=O)Nc1ccc(S(=O)(=O)N(C)CC(=O)N(C)Cc2sccc2C)cc1	0.0	-1	/	2	9	-5	-6	/	14	-1
55	Cc1ccc2c(c1)nnn2C1CCN(CC(=O)NCCc2ccccc2)CC1	-0.9	-5	27	0	-4	-4	-6	0	3	-6

Some of the entries so far, with two lines to a compound.
Order of values: BoNT-A LC inh2, SSB-PriA inh, DUSP3 inh, MazF activator, Anthrax LF inh2, BoNT-F LC inh, Rv3671c protease, 3CLpro inhibitor, CCHF vOTU inh, PrPC TRFRET
44: O=C(COC(=O)c1ccccc1Cc1ccccc1)Nc1ccc(SC(F)F)cc1
  -0.9, -21, -5, -3, -5, -5, -193, 1, -9, -3
45: Cn1c(=O)oc2ccccc2c1=O
  -0.1, -3, /, 2, 0, -2, /, /, -21, 12
46: CN(Cc1ccccc1)C(=O)c1nc[nH]c1C(=O)N1CCN(C(=O)OC(C)(C)C)CC1
  -1.0, 8, /, 6, -1, -1, 5, /, 26, 7
47: O=C(NC1CCCC1)C1CCN(C(=O)c2ccc(Cl)cc2Cl)CC1
  -0.5, -7, 8, 2, -3, 17, -3, -2, -7, 6
48: O=S(=O)(c1ccc2c(c1)CCN2)N1CCCC1
  -0.2, 8, /, 9, -11, 0, 4, /, 2, -2
49: CCOC(=O)C(C)Oc1cccc2c(=O)n(CC(=O)NCc3ccc4c(c3)OCO4)ccc12 (centres undefined)
  -0.6, -11, -4, -11, -9, -3, 4, -3, 6, 0
50: CC1(C)NC(=O)N(CC(O)CN2CCOCC2)C1=O (centres undefined)
  2.9, -16, -6, -6, ?, ?, -4, -3, -9, 4
51: CC(C)(C)OC(=O)N1CCC(NC(=O)c2[nH]cnc2C(=O)Nc2ccc(Br)cc2F)CC1
  -0.2, /, /, 26, -4, -2, /, /, 14, -6
52: COc1ccc(NC(=O)C2C3CCC(O3)C2C(=O)O)c(C)c1 (centres undefined)
  -1.7, 7, 30, -10, -7, -6, -2, -6, 6, 14
53: CCOc1ccc(OCCCC(=O)N(C)CC(=O)Nc2ccccc2Br)cc1
  -0.1, -7, /, 4, -13, 5, -1, /, -5, 2
